Screening results as filed in PubChem.
S-ASM inh: Inhibitors of Secretory Acid Sphingomyelinase (S-ASM): qHTS; Sphingomyelin phosphodiesterase (Homo sapiens), P17405; placental ASM, HMU-PC fluorogenic substrate, 60 min; Potency, µM (series often up to 57.5 µM), for inactives: top-dose activity change, negative = inhibition, most hits filed as inhibitors; 0.006% of 340,000 active; AID 504937, 2011; further: potency means the concentration at half of the fitted maximal effect
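Human placenta-derived ASM enzyme was preincubated with compound for 10 minutes at room temperature, then given fluorogenic substrate HMU-PC0 (9 uM final) for 60 minutes at 37 °C; a pH 10 stop preceded fluorescence reading at Ex 386/Em 447 nm.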
MBNL1-CUG inh: qHTS Assay for Inhibitors of MBNL1-poly(CUG) RNA binding; 0.036% of 280,000 active; AID 2675, 2010; Potency, µM (highest dose often 57.5 µM), for the others: at the highest dose activity change, negative = inhibition, actives largely listed as inhibitors; Muscleblind-like protein 1 (Homo sapiens), Q9NR56; TR-FRET MBNL1-His/biotin-(CUG)12 binding, 665/545 ratio; active means well fitted inhibition curve with a large enough effect in the signal ratio, with a control signal flat, not every such curve was filed as active; inconclusive means small, poorly fitted or top-dose-only effect, or effect the other way, or a change in a side signal; inactive means no such curve, though single readings can be large or run the other way; the % refers to the signal ratio; further: potency means the concentration at half of the fitted maximal effect; on the % scale 0 is the no-effect control and ±100 the full control effect
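TR-FRET readout: Ex 340 nm, 665/545 nm emission ratio, normalized to buffer-only (basal) and MBNL1-(CUG)12 controls. Complex of MBNL1-His with Biotin-(CUG)12, compounds 92 nM–58 uM, incubated 60 min at room temperature.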
a7 integrin act: qHTS for Activators of Integrin-Mediated Alleviation for Muscular Dystrophy. alpha7betagal myoblasts, beta-gal FDG fluorescence, 48 h. Potency, µM (highest dose often 38.3 µM), for the others: top-dose activation, usual class: activators. 0.064% of 350,000 active. AID 624291, 2012;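 further: potency means the concentration at half of the fitted maximal effect; 100% = response of the positive control SU9516; nearly all actives have a fitted effect of over 60% in size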
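alpha7betagal+/- myoblasts (passage 13, 250/well) treated 48 h at 37C with compounds at 1:260 dilution of DMSO stock. Lysed, then beta-galactosidase activity read as FDG fluorescence (ex 480/em 540) after 30 min, with pre-read for autofluorescence.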
KCNH2 3.1 block: qHTS for Inhibitors of KCHN2 3.1: Mutant qHTS; Potassium voltage-gated channel subfamily H member 2, brain isoform KCNH2 3.1 (human); U2OS KCNH2 3.1, thallium flux FluxOr; active compounds read low; activity change, % (tested at about 1.8 µM); 0.95% of 340,000 active; AID 720553, 2013;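 active means maximum activity change below -70%; inconclusive means maximum activity change from -70% to -50%; inactive means maximum activity change above -50%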;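 further: thallium influx rate constant from kinetic fluorescence after stimulation buffer; on the % scale 0 is the no-effect control and ±100 the full control effect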
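Channel expression came from 3.1 mutant virus (1.77 x 10^8 /mL) applied to suspended U2OS cells for 4 h. Flux was tracked with FluxOr dye plus Red40 quencher, and kinetic rate constants normalized to controls.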
CXXC DNA block: qHTS Fluorescence Polarization Assay for Inhibitors of MLL CXXC domain - DNA interaction; MLL-CXXC / FITC-HOXA9 DNA fluorescence polarization; Potency, µM (doses to about 115 µM), for the others: at the highest dose activity change, negative = inhibition, most hits filed as inhibitors; 0.037% of 290,000 active; AID 2662, 2010; active means well fitted inhibition curve with a large enough effect in the polarisation, with a control signal flat, not every such curve was filed as active; inconclusive means small, poorly fitted or top-dose-only effect, or effect the other way, or a change in a side signal; inactive means no such curve, though single readings can be large or run the other way; the % refers to the polarisation; further: potency means the concentration at half of the fitted maximal effect
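Fluorescence polarization: 7 uM MLL-CXXC (stock) preincubated 5 min with compounds, then 50 nM fluorescein-HOX-A9 DNA (stock) added; 30 min ambient. Buffer 50 mM Tris-HCl pH 7.5, 50 mM NaCl, 1 mM DTT, 0.05% BSA.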
Coupling enz: qHTS Assay for Inhibitors of Fructose-1,6-bisphosphate Aldolase from Giardia Lamblia: Coupling assay counterscreen | 0.67% of 290,000 active | activity change, negative = inhibition, % at 58.2 µM, hits read low | coupling enzyme system counterscreen, AmpLite Red fluorescence; in the data active means activity change below about -30%; further: on the % scale 0 is the no-effect control and ±100 the full control effect
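First, compound is pin-transferred into glyceraldehyde-3-phosphate coupling-enzyme reagent at 57.5 uM final and held 10 min at RT. Next, substrate, coupling system and AmpLite Red are added. After 20 min RT, fluorescence (525/598 nm) is read.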
AT treatment: qHTS Assay for Identifying a Potential Treatment of Ataxia-Telangiectasia; AID 485349, 2010; 0.19% of 320,000 active; Potency, µM (doses to about 57.5 µM), for inactives: top-dose activation, actives largely listed as activators; […] A-T fibroblasts, KAP-1 phosphorylation AlphaLISA; neocarzinostatin DNA damage 30 min before lysis; further: potency means the concentration at half of the fitted maximal effect; % of control where 0% means no effect; nearly all actives have a fitted effect of over 45% in size
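ATM-like activity read as KAP-1 phosphorylation via AlphaLISA donor/acceptor antibody pairs after lysis and 6 hr at 25C. Cells were ATM-null patient fibroblasts ([…], hTERT), dosed 60 min, then exposed to the DSB inducer NCS for 30 min.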
hERG WT inh: qHTS for Inhibitors of KCHN2 3.1: Wildtype qHTS; Voltage-gated inwardly rectifying potassium channel KCNH2 (Homo sapiens), Q12809; U2OS, BacMam KCNH2, thallium flux FluxOr; active compounds read low; activity change, % at 1.84 µM; 0.37% of 340,000 active; AID 720551, 2013;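 active means maximum activity change below -70%; inconclusive means maximum activity change between -70% and -50%; inactive means maximum activity change above -50%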; further: on the % scale 0 is the no-effect control and ±100 the full control effect
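U2OS cells transduced with wild-type KCNH2 virus are loaded with FluxOr dye for 45 min, and thallium flux is measured in kinetic reads before and after stimulation buffer. Rate constants are normalized to DMSO controls.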
TRPV1 agonist: HTS Assay for Compounds that Act as Agonists of the Vanilloid Receptor 1 | TRPV1-expressing cells, Fluo-8 calcium influx, agonist mode | AID 540275, 2011 | 0.19% of 320,000 active | activation, % at 8.33 µM; in the data active means activation above about 80%; inconclusive means between about 30% and that limit; further: 0% is about no effect
Target sequence (Q8NER1 whole entry, looked up): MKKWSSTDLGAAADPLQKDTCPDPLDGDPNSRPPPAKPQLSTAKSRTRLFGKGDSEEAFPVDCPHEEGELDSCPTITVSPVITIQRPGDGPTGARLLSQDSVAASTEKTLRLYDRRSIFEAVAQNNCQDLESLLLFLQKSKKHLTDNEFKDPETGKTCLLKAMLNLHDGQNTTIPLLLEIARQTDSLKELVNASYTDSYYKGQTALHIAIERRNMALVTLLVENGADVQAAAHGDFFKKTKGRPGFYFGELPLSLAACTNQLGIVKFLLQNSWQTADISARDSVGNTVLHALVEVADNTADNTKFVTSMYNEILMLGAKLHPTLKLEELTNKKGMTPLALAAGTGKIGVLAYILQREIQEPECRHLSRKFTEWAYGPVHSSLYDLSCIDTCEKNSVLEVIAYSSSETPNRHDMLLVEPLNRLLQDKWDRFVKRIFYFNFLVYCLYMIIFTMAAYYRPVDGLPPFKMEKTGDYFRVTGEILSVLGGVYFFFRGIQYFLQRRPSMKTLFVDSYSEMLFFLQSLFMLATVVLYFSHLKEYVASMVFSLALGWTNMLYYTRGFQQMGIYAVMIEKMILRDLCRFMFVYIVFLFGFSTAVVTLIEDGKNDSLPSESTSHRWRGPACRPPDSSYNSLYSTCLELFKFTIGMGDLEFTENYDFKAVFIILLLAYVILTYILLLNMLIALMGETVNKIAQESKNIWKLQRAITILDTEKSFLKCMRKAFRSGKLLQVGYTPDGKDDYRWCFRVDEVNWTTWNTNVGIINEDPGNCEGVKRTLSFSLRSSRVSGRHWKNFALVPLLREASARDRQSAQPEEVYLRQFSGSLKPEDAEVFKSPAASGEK
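Cells expressing TRPV1 were dye-loaded with Fluo-8 and read kinetically: 10 s baseline, 3 min after compound (agonist portion), then 2 min after EC20 capsaicin (allosteric enhancer portion). Calcium-bound dye fluorescence at 480/520 nm.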
GALK inh: qHTS Assay for Inhibitors of Human Galactokinase (GALK); Purified GALK, Kinase-Glo residual ATP luminescence; 0.007% of 270,000 active; Potency, µM (series often up to 57.5 µM), without a hit: at the highest dose activity change, negative = inhibition, hits mostly inhibitors; P51570; AID 1868, 2009; further: potency means the concentration at half of the fitted maximal effect; on the % scale 0 is the no-effect control and ±100 the full control effect
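Galactose (100 uM) and ATP (35 uM) were turned over by 5 nM GALK for 1 h at RT. Kinase-Glo Plus then converted the remaining ATP into a luminescent signal.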
* hit, by the source's call; ? = inconclusive; / = not tested or not shown; [ ] = remark or other dose. Unless noted, the call rests on the fitted dose curve; in most records, active means well fitted curve in the direction sought with a large enough effect; inconclusive means small, poorly fitted or top-dose-only effect, or another doubt; inactive means no such curve, though single readings can be large; an effect the other way counts as inactive or inconclusive.

SMILES	S-ASM inh	MBNL1-CUG inh	a7 integrin act	KCNH2 3.1 block	CXXC DNA block	Coupling enz	AT treatment	hERG WT inh	TRPV1 agonist	GALK inh
CCCN(C(=O)CCNC(=O)Cn1cnc2ccccc2c1=O)c1cccc(Cl)c1	-16.3%	-6.6%	-8.3%	11.2	-0.1%	0.7	-6.8%	3.6	-0.7	0.2%
CC(CC(F)(F)F)N1CCC(n2nccc2NC(=O)CCOc2ccccc2)CC1 (stereo not drawn)	1.6%	-3.4%	12.3%	2.6	-6.7%	/	-3.4%	-12.7	2.2	0.2%
S=C1NCN(Cc2ccco2)CN1c1cccc2ccccc12	0.8%	/	-23.5%	-30.5	4.8%	0.6	-5.7%	-1.9	2.4	5.4%
CC(C)(C)NC(=O)C(=O)NCCC1=CCCCC1	-7.9%	-18.9%	21.8%	-3.5	3.7%	5.2	4.6%	-4.7	?	1.7%
COc1ccc(CCNC(=O)CCc2ccc(OC)cc2)cc1	3.8%	-4.1%	13.5%	-9.7	18.4%	2.6	6.7%	25.8	5.2	7.0%
COc1cc(C(=S)N2CCOCC2)ccc1OC(=O)c1cccc(C)c1	-3.7%	-6.2%	-8.0%	3.0	25.8%	-5.2	-2.1%	-12.3	?	8.3%
CC1CCc2nc3ccc(S(=O)(=O)N4CCC(C(=O)O)CC4)cc3c(C(=O)O)c2C1 (stereo not drawn)	8.5%	?	12.9%	16.2	-3.9%	-8.2	-2.0%	0.7	1.3	/
NNC(=O)CCCNc1ncc(C(F)(F)F)cc1Cl	1.2%	/	0.0%	-7.5	0.1%	0.6	-6.0%	0.2	?	0.7%
COc1ccc(C(=O)NCCS(=O)(=O)N2CCc3ccccc3C2)cc1	2.0%	/	21.1%	1.6	/	/	-1.5%	-11.2	5.2	/
Nc1nnc(SCC(=O)OCC(=O)Nc2ccc(Br)cc2)s1	5.8%	-3.0%	19.9%	4.4	-2.8%	-7.6	0.1%	11.4	10.5	1.7%
Cc1ccc2c(c1)OC(c1ccc3c(c1)OCCO3)CC2=O (stereo not drawn)	-0.5%	-2.8%	-31.6%	-7.3	4.0%	-1.8	-10.0%	0.4	15.1	6.1%
Cc1ccccc1S(=O)Cc1ccc(C(=O)NCCN2CCOCC2)o1 (stereo not drawn)	0.3%	-1.3%	-26.1%	4.6	3.0%	/	-1.7%	-0.9	0.4	-5.1%
O=C(/C=C/c1cccc([N+](=O)[O-])c1)N1CCN(Cc2ccc3c(c2)OCO3)CC1	3.9%	4.6%	0.9%	-31.1	7.7%	2.2	11.3%	6.2	?	/
Cc1ccc(C)c(NC(=O)C2CCCN(S(=O)(=O)c3ccc4[nH]c(=O)ccc4c3)C2)c1 (stereo not drawn)	1.7%	5.7%	21.4%	-3.0	/	0.2	-5.3%	-5.3	1.1	/
CCCCN(C)C(=O)C1CCN(CCCc2ccccc2)CC1	-0.3%	6.3%	-33.9%[inhibitor]	-29.9	4.7%	1.0	4.1%	-13.9	1.9	-4.8%
COc1cc(CN2CCCCCC2)c([N+](=O)[O-])cc1OC	-3.1%	?	4.4%	-5.9	-7.4%	-7.4	8.8%	0.6	-0.9	5.6%
CN(C)C(=O)CCc1ccc2c3c([nH]c2c1)[C@]1(C)[C@@H](C(=O)N2CCCCC2)C[C@H](CC(=O)NCCN2CCOCC2)C(=O)N1CC3	-3.8%	/	40.7%	-5.4	/	/	10.5%	-5.4	/	/
CCN(CC)S(=O)(=O)c1ccc(OC)c(NS(=O)(=O)Cc2ccccc2)c1	1.9%	-9.5%	-7.9%	-4.2	1.4%	5.8	4.6%	13.2	-2.6	-0.7%
Cc1ccc(S(=O)(=O)NCC(c2cccnc2)N2CCOCC2)cc1 (stereo not drawn)	8.4%	-6.5%	-1.0%	2.2	1.3%	2.7	-1.9%	-4.1	-0.1	0.7%
COc1ccc(-n2ncc3c(N4CCC(C)CC4)ncnc32)cc1	0.0%	8.6%	18.1%	-4.2	0.2%	-0.2	15.0%	13.1	11.1	/
O=C(NNC(=O)c1cccc2ccccc12)c1cccc(F)c1	4.1%	/	13.7%	0.6	/	/	/	0.2	/	/
O=[N+]([O-])c1ccccc1S(=O)(=O)n1nnc2ccccc21	3.4%	?	-11.2%	18.8	17.7%	-2.7	-3.3%	-5.4	2.9	0.4%
O=C(O)c1[nH]c2ccc([N+](=O)[O-])cc2c1-c1ccccc1	1.9%	?	-41.5%	-194.5*	-6.2%	13.9	-38.5%	-0.4	-0.2	2.2%
COc1ccc(-n2nc(C(=O)NCC(=O)N3CC(C)CC(C)C3)c3ccccc3c2=O)c(OC)c1 (stereo not drawn)	-2.5%	5.2%	2.9%	-10.6	10.4%	0.5	-3.1%	-2.5	-2.2	-2.4%
FC(F)(F)c1cc(CCN2C(=S)NC[C@@H]2c2ccccc2)cc(C(F)(F)F)c1	5.2%	-7.9%	-38.3%	1.3	3.2%	0.0	35.5µM*	8.3	2.6	-3.1%
C=CCNc1cnn(-c2ccc(C)cc2)c(=O)c1Sc1ccc(C)cc1	-2.3%	51.1%[activator]	?	6.1	?	0.5	-6.9%	-11.5	27.7	-2.2%
O=C1Nc2ccc(Br)cc2/C1=C/C1CC=CCC1 (stereo not drawn)	-17.4%	-5.3%	-5.9%	-3.2	3.9%	-3.1	7.4%	-9.7	15.7	-13.3%
COc1cc2[nH]c3c(N4CCC(C(N)=O)CC4)ncnc3c2cc1OC	/	5.2%	/	/	4.2%	0.4	1.8%	/	-1.2	-1.2%
CC1=CC=CN2C1=NC(=O)CC2(C)C(=O)N(CC(=O)NC1CCCC1)c1cc(C)cc(C)c1 (stereo not drawn)	87.3%[activator]	3.3%	-2.7%	5.4	7.6%	0.1	3.7%	2.4	0.6	0.0%
COc1cccc(OC)c1OCCNCC1COc2ccccc2O1 (stereo not drawn)	-2.6%	/	/	-10.2	0.4%	1.8	/	-1.9	/	/
Cc1onc(-c2ccccc2Cl)c1C(=O)NNC(=O)c1ccccc1F	-0.8%	-4.3%	-26.6%	-20.4	-3.9%	0.3	-9.4%	-6.2	1.6	-2.2%
O=C1N=C(N2CCOCC2)SC1=C1CCCCC1	-0.2%	4.0%	-15.6%	-16.9	8.4%	2.2	/	12.1	-6.4	1.9%
CCc1cccc2c(C(=O)CN3C(=O)C(=O)N(C4CCCC4)C3=O)c[nH]c12	-23.2%	/	2.7%	7.3	/	/	9.1%	20.8	-0.9	/
CCN(Cc1nc(-c2ccc(OC)cc2)no1)C(=O)c1ccc2c(c1)OCO2	4.4%	-2.3%	-67.1%[inhibitor]	-5.8	22.5%	-0.2	9.2%	-9.1	6.4	3.5%
O=C(NC1CCCCCCC1)c1cnccn1	-0.8%	2.8%	10.0%	13.3	-1.5%	0.2	0.8%	-1.3	4.2	2.1%
COc1ccc(-c2cc(C(F)(F)F)nc(SCCC(=O)NCc3ccccc3)n2)cc1	-2.0%	-2.1%	-25.2%	-33.1	-1.0%	-0.5	-4.0%	1.5	?	-2.0%
CC1CC(C)CN(Cc2nc(N)nc(Nc3ccccc3)n2)C1 (stereo not drawn)	0.9%	-8.6%	10.9%	-30.7	5.4%	1.5	-1.0%	29.6	3.1	3.1%
Cc1nn(CC(=O)O)c(C)c1C	4.3%	-6.8%	-3.2%	-4.9	4.4%	-0.7	2.9%	-22.6	-5.6	4.2%
C=CCSc1nsc(NC(=O)Nc2ccc(F)cc2)n1	?	-4.6%	-65.9%[inhibitor]	-6.8	0.1%	-2.7	14.2%	3.8	?	3.0%
CCOc1cccc(C(=O)Nc2ccc(S(=O)(=O)Nc3cc(C)on3)cc2)c1	3.1%	-5.3%	?	1.5	-6.1%	-0.5	6.9%	-18.6	2.9	-1.2%
CCN(CC)S(=O)(=O)c1ccc(C2CNC(=O)C2)cc1 (stereo not drawn)	2.9%	-8.2%	0.0%	2.3	-0.8%	0.3	11.8%	-0.1	-2.6	0.4%
COc1ccc(NS(=O)(=O)c2cc(NC(=O)c3ccc(=O)[nH]c3)ccc2C)cc1	-4.7%	/	16.0%	-7.4	/	/	-0.7%	-13.1	-0.4	/
Cc1cc(Oc2ncccc2[N+](=O)[O-])c2cc(Cl)ccc2n1	-1.4%	12.6%	-51.0%[inhibitor]	0.4	-7.0%	1.8	2.7%	3.7	3.7	-1.6%
